Screening results: PubChem BioAssay, National Center for Advancing Translational Sciences (NCATS)
p53ts 32C tox: p53ts cell cytotoxicity, permissive temperature; H1299-p53A138V at 32C, ATP luminescence viability, 24 h; Potency, µM (series often up to 46.1 µM), for the others: top-dose activity change, negative = cytotoxicity, usual class: cytotoxic; 130,000 compounds, 0.93% hits; AID 924;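 also: 0% = DMSO and -100% = full killing by reference compound; nearly all actives have a fitted effect of over 55% in size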
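ATP-content luminescence (ATPlite) read-out after 24 h compound exposure at 32C in H1299-p53A138V cells (600/well). Tested up to 46 uM. Normalized to DMSO (0%) and 100 uM tamoxifen (100% killing); Hill-fit AC50.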
Imprint erasure: genomic imprint erasure induction. mouse ES Peg3-LacZ reporter, beta-gal luminescence, 40 h. Potency, µM (doses to about 60.7 µM), inactives show top-dose activity change, positive = activation, actives largely listed as activators. 110,000 compounds, 0.02% hits. AID 1948;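 also: 0% = negative control wells on the plate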
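Readout: BetaGlo luminescence (5 min, room temp) for LacZ from the normally silent maternal Peg3 allele in female Peg3LacZ-Neo ES cells. Cells 300/well, 40 h, 37C, 5% CO2. Data normalized per plate to negative controls.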
p53ts 39C tox: p53ts cell cytotoxicity, nonpermissive temperature; H1299-p53A138V viability at 39C, ATP luminescence, 24 h; AID 902; Potency, µM (titrated, usually from 46.1 µM), without a hit: at the highest dose activity change, negative = cell killing, actives largely listed as cytotoxic; 130,000 compounds, 1.5% hits; also: nearly all actives have a fitted effect of over 55% in size
IkB signaling: IkB pathway inhibition in ABC-DLBCL cells; Potency, µM (titrated, usually from 57.1 µM), inactives show at the highest dose IkBa stabilization activation; 110,000 compounds, 0.04% hits; AID 445; ABC-DLBCL IkBa-CBG/CBR dual luciferase ratio, 4 h; response scale: scaled: untreated 0%, proteasome inhibitor 100%; active = well fitted curve in the direction sought with a large enough effect in the signal ratio, not every such curve was filed as active; inconclusive = small, poorly fitted or top-dose-only effect, or a change in a side signal; the % refers to the signal ratio;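 also: the direction sought is a rising ratio; 0% = basal untreated cells and 100% = reference inhibitor full response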
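In this assay, an IκBα–CBG68 fusion accumulates when IKK-driven degradation is blocked; native CBR normalizes for cell number. OCI-Ly3 cells were treated 4 h with compound and doxycycline, then green and red light read after Chroma-Glo addition.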
Starred values were filed as active, the others as inactive; u = inconclusive; x = not tested or not shown; & = joins results of further samples; [ ] = another dose, or the depositor's remark. Unless noted, calls follow the shape of the dose curve; as a rule, active = well fitted curve in the direction sought with a large enough effect; inconclusive = small, poorly fitted or top-dose-only effect, or another doubt; inactive = no such curve, though single readings can be large; an effect the other way counts as inactive or inconclusive. Unless noted, % is scaled to controls: 0 for no effect and ±100 for the full control effect; potency is read from the fitted curve at half-maximal effect. Outcome played no part in choosing rows, and some 1.7% of all compounds hit somewhere here.

Order of results: p53ts 32C tox, Imprint erasure, p53ts 39C tox, IkB signaling
O=C(O)c1cc(NCc2cccs2)ccc1N1CCOCC1
  -2%, 2%, 16%, -1.5%
CCC1Sc2ccccc2N(CC(=O)NCCC(C)C)C1=O (stereo not drawn)
  9%, 0%, 6%, 0.2%
CS(=O)(=O)N1CCC[C@@]2(CCN(C(=O)Nc3cccc(F)c3)C2)C1
  -8%, x, 6%, -0.6%[11.4 µM]
CCn1c(=O)cc(SCC(=O)NCCN2CCN(Cc3ccccc3)CC2)c2ccccc21
  -9%, -16%, -2%, 5.8%
CC12CCC(C(=O)Nc3ccccc3N3CCOCC3)(CC1=O)C2(C)C (stereo not drawn)
  4%, -11%, -4%, -0.8%
O=C(c1ccncc1)N1CCC2(CCCN(c3ccc(-c4ccccc4)cc3)C2)CC1
  -16%, x, -19%, 0.6%[11.4 µM]
COc1ccccc1NC(=O)CSc1nnc(C2CCCCC2)n1C
  3%, -22%, 16%, 3.1%
COc1cc(C(=O)NCc2ccco2)c(Br)c(OC)c1OC
  4%, x, -14%, x
CCCCN(C)CC(O)Cn1cc(/C=C/C(=O)c2ccc(OCC)cc2)c2ccccc21 (stereo not drawn)
  16µM*, -2%[10.9 µM], 5µM*, u
COc1ccc(NC(=O)c2oc3ccccc3c2NC(=O)c2cc(=O)c3c(C)cc(C)cc3o2)cc1
  8%, 12%[10.9 µM], 12%, -0.1%
CC(C)N(Cc1ccccc1)c1ncnc2c1nnn2C
  5%, 11%[10.9 µM], -2%, -1.8%
NC(=O)CSc1nnc(Cc2csc(Nc3ccccc3)n2)n1Cc1ccccc1
  -15%, 6%, -16%, u
COCCN1CSC(=S)N(Cc2ccco2)C1
  6%, -7%, 9%, 6.9%
CC(C)c1ccc(OCC(=O)N(Cc2ccc(N(C)C)cc2)C2CCS(=O)(=O)C2)cc1 (stereo not drawn)
  8%, -2%[10.9 µM], 12%, 4.0%
COc1cc(Cl)c(NC(=O)CN(C)S(=O)(=O)c2ccc3c(c2)CCCC(=O)N3)c(OC)c1
  -12%, -9%[10.9 µM], 25%, u
N#Cc1cc2c(nc1SCc1cccnc1)CCCC2
  6%, -11%, 0%, 0.2%
COc1ccc(C(=O)OCCN2CCOCC2)cc1
  -10%, x, 17%, x
CC1=C(C2=C(C)C(C(C)C)C3=C(C(=O)C(O)C3O)C2O)C(O)C2=C(C(O)C(O)C2=O)C1C(C)C (stereo not drawn)
  -14%, -9%, -15%, x
O=C(N1CCOCC1)N1CCN(S(=O)(=O)N2CCOCC2)CC1
  4%, 3%, 12%, 0.8%
Cc1ccc(C)c(NC(=O)CSc2nnc(NC(=O)Nc3ccccc3)s2)c1
  1%, 16%[10.9 µM], -12%, -2.5%
COCC(=O)N1CCCc2ccccc21
  9%, 12%, 7%, 2.4%
CCCC(=O)Nc1ccc(NC(=O)c2ccco2)cn1
  -26%, -28%, -11%, 2.4%
CCOc1ccc(C2CC(c3ccc(OC)cc3)n3ncnc3N2)cc1 (stereo not drawn)
  -2%, -10%, -15%, 0.1%
COc1cccc(/C(O)=C2/C(=O)C(=O)N(CCN3CCOCC3)C2c2cccnc2)c1 (stereo not drawn)
  -7%, -20%, 7%, 0.2%
Cc1cc2ccc(=O)oc2cc1OC[C@@H](O)C(C)(C)O
  1%, -3%, -3%, 2.6%[11.4 µM]
CN(C)c1ccc(NC(=O)C2(c3cccs3)CCOCC2)cc1
  4%, 15%[10.9 µM], 9%, -5.1%
CC(C)n1c2ccccc2c2nc3ccccc3nc21
  3%, -22%, -2%, -1.9%
Cc1ccc(CSCC(=O)N2CCN(c3ccccc3F)CC2)cc1
  -5%, -14%[10.9 µM], -20%, u
Cn1c(C(=O)N2CCN(c3nc4ccccc4s3)CC2)cc2sccc21
  0%, -9%, -5%, u
CCN1C(=O)C(NC(C)=O)c2cc(OC)ccc21 (stereo not drawn)
  9%, -10%, 9%, 0.9%

Next records follow:
Order of results: p53ts 32C tox, Imprint erasure, p53ts 39C tox, IkB signaling
CCOc1ccc(NC(=O)CN2CCN(S(=O)(=O)c3ccc(Cl)cc3)CC2)cc1
  16%, -10%, -7%, -0.2%
Cc1nc(N=Nc2cc(S(=O)(=O)O)c3cc([N+](=O)[O-])cc(S(=O)(=O)O)c3c2)c(COP(=O)(O)O)c(C=O)c1O
  -2%&5%, -12%&1%, -9%&5%, 0.2%&-10%
O=C(O)c1c(CNCc2cccc(F)c2)c2ccccc2n1Cc1ccccc1
  -8%, -15%[10.9 µM], -23%, u
CC1CN(S(=O)(=O)c2cccc(C(=O)OCc3cc(=O)oc4cc(O)ccc34)c2)CC(C)O1 (stereo not drawn)
  -6%, -24%, -10%, u
CCOC(=O)c1[nH]cnc1C(=O)O
  0%, -2%, 5%, 0.2%
COCCNC(=O)c1cn(C)c(=O)c2cc(OC)c(OC)cc12
  -11%, -3%, 2%, -0.6%
CCn1c(CN2CCN(c3cccc(Cl)c3)CC2)nc2c1c(=O)[nH]c(=O)n2C
  6%, 14%[10.9 µM], -7%, u
CS(=O)(=O)CC[C@@H](C(=O)NCCc1ccccc1)N1Cc2ccccc2C1=O
  2%, -1%[10.9 µM], -3%, -0.7%
CCOC(=O)CNC(=O)N1CCN(c2nnc(C)c3c(C)n(-c4ccc(Cl)cc4)nc23)CC1
  -7%, 13%[10.9 µM], -15%, -1.2%
CCOCCCNC(=O)N1CCN(S(=O)(=O)c2ccc3c(ccn3C)c2)CC1
  4%, -11%[10.9 µM], -6%, -0.9%
CSc1cccc(NC(=O)Cn2nc(C)c3sc4ccccc4c3c2=O)c1
  2%, -9%[10.9 µM], -8%, 1.0%
CC(=O)N1CCCc2cc(S(=O)(=O)N3CCCC(C(=O)NCc4ccccc4Cl)C3)ccc21 (stereo not drawn)
  7%, -9%[10.9 µM], -19%, u
Cc1ccc2nc(-c3ccc(Cl)c(NC(=O)c4cccc([N+](=O)[O-])c4C)c3)oc2c1
  -10%, 0%[10.9 µM], 7%, u
Cc1cc(C)c(NC(=O)CSc2nncn3c2cc2oc(C)cc23)c(C)c1
  6%, -8%[10.9 µM], -14%, 1.4%
CCn1c(=O)n(CCOC)c(=O)c2c3c(sc21)CCCC3
  0%, 0%, -3%, 0.7%
Cc1cccc(CC2CC(=O)N(c3ncccn3)C2=O)c1 (stereo not drawn)
  1%, 9%, 1%, 0.3%
O=C(Oc1ccc(Cl)cc1)N1CCCCC1
  -8%, -1%, -3%, -0.1%
CCON=C1C(C)(C)C(C)(C)C(C)(C)C1(C)C
  -1%[9.22 µM], u, 4%[9.22 µM], 0.5%[11.4 µM]
CSc1ncc(Cl)c(C(=O)N(Cc2ccc(C(C)C)cc2)C2CCS(=O)(=O)C2)n1 (stereo not drawn)
  8%, -3%[10.9 µM], -4%, -2.1%
NCCC(=O)NCCc1cnc[nH]1
  8%[20.6 µM], -8%, 6%[20.6 µM], 0.7%[25.6 µM]
COc1ccc(NCc2cc3cc4c(cc3n(CC(=O)Nc3ccc(F)cc3)c2=O)OCCO4)cc1
  5%, -3%[10.9 µM], -19%, u
CC(=O)N1CCc2cc(CNC(=O)c3ccccc3Br)ccc21
  -3%, -13%[10.9 µM], -24%, -2.2%
Cc1ccc(-c2csc3ncnc(-n4nc(C)cc4N)c23)cc1
  -9%, -7%, -13%, 0.1%
CCOC(=O)C1CCN(C(=O)c2ccccc2NC(C)=O)CC1
  8%, x, -5%, x
c1ccc(N2CCN(c3nc4cc5c(cc4s3)OCCO5)CC2)cc1
  -23%, 0%, -17%, -1.9%
O=C(CSc1nc2cc3c(cc2c(=O)n1CCC1=CCCCC1)OCO3)NCc1ccco1
  -5%, -3%, -2%, 4.8%
CCc1cccc(C)c1NC(=O)CCCN1C(=O)C(c2ccccc2)Oc2cccnc21 (stereo not drawn)
  -1%, -16%[10.9 µM], 8%, -1.4%
Cc1c(C(=O)OC(C)C)nnn1-c1nonc1N
  5%, x, -8%, x
COc1ccc(CNC(=O)c2cnc3sc4cc(OC)ccc4n3c2=O)cc1
  -6%, -9%[10.9 µM], -18%, -1.0%
COc1ccccc1NC(=O)c1ccc(S(=O)(=O)N2CCCC2)cc1
  10%, -9%, 1%, 8.9%

More compounds.
Order of results: p53ts 32C tox, Imprint erasure, p53ts 39C tox, IkB signaling
CCOc1ccc(-c2cc(C(=O)NCCc3ccc(OC)c(OC)c3)[nH]n2)cc1
  5%, 8%[10.9 µM], -15%, -0.9%
CC(C)c1cnc2c(c1SCC(=O)Nc1cccc(F)c1)c(=O)n(C)c(=O)n2C
  2%, 17%[10.9 µM], -9%, u
COC(=O)c1c(C)[nH]c(C(C)=O)c1C
  8%, -4%, -5%, 1.8%
O=C(Cn1cnc2c(nnn2-c2ccccc2)c1=O)NCCc1ccccc1
  9%, -14%, 18%, 1.8%
Cc1c(Cl)cccc1-n1c(CCC(=O)O)ccc1-c1cccs1
  11%, -4%[10.9 µM], 5%, u
COc1cccc(Cn2c(=O)c(-c3ccc(Cl)cc3)nc3cnc(N(C)C)nc32)c1
  -10%, x, -3%, 1.9%[11.4 µM]
COC(=O)Cn1c(CCS(=O)(=O)c2ccc(C)cc2)nc2ccccc21
  15%, -3%, 5%, 0.5%
CC(CNC(=O)Cn1ncc2c3ccccc3n(Cc3cccc(Cl)c3)c2c1=O)c1ccccc1 (stereo not drawn)
  -18%, -18%[10.9 µM], -28%, 0.4%
CSc1ccc(S(=O)(=O)NC2CCCCCC2)cc1
  6%, -6%, 4%, 0.5%
CCCn1c(-c2ccc(F)cc2)nc2c(N3CCN(CCn4ccnc4)CC3)nc(C)nc21
  -4%, -17%, -5%, x
O=C(Nc1sc2c(c1C(=O)Nc1cccc(Cl)c1)CCCC2)c1cccs1
  -2%, -9%[10.9 µM], 13%, u
COc1cc(NC(=O)c2nc3ccccc3nc2C)cc(OC)c1OC
  4%, -2%[10.9 µM], -23%, u
Cc1cc(C)n2c(Nc3ccc(Cl)cc3)c(-c3ccsc3)nc2n1
  5%, 8%[10.9 µM], u, u
O=S(=O)(NCC(c1cccnc1)N1CCN(c2ccc(F)cc2)CC1)c1cc(F)ccc1F (stereo not drawn)
  -4%, -14%, -12%, 1.9%
COCc1c(C(=O)OC)nnn1-c1ccccc1
  -16%, x, -6%, x
Cc1ccc(CSc2nc3ccc(NC(=O)COc4ccccc4F)cc3s2)cc1
  -12%, -4%[10.9 µM], -4%, -0.5%
Cc1cc(C)c(Cn2c3ccccc3c3cnn(CC(=O)NCc4cccs4)c(=O)c32)c(C)c1
  -1%, -11%[10.9 µM], -19%, 1.1%
Cc1ccc(NC(=O)c2cc(-c3cccc(O)c3)on2)cc1C
  -7%, -23%, -12%, 11%
CC1CCN(C(=O)C(Cc2ccccc2)NS(=O)(=O)c2ccc3c(c2)oc(=O)n3C)CC1 (stereo not drawn)
  11%, -10%, -5%, -0.4%
Cc1ccc(-c2nn(CCC(=O)Nc3ccc(Cl)c(Cl)c3)c(=O)c3ccccc23)cc1
  3%, 4%[10.9 µM], -9%, 1.5%
Cn1c(=O)c2ccccc2n2c(CCC(=O)N3CCN(c4cccc(Cl)c4)CC3)nnc12
  3%, 6%[10.9 µM], -14%, u
Cc1cccc(NC(=O)Nc2ccc(Br)cc2)n1
  -9%, 14%[10.9 µM], -25%, 7.4%
CCc1nnc(NC(=O)c2ccc(-c3cccc(C(F)(F)F)c3)o2)s1
  -5%, -5%, -6%, 0.2%

Part of the list above in another layout:
O=C(N1CCOCC1)N1CCN(S(=O)(=O)N2CCOCC2)CC1
  p53ts 32C tox = 4%	Imprint erasure = 3%	p53ts 39C tox = 12%	IkB signaling = 0.8%
Cc1ccc(C)c(NC(=O)CSc2nnc(NC(=O)Nc3ccccc3)s2)c1
  p53ts 32C tox = 1%	Imprint erasure = 16%[10.9 µM]	p53ts 39C tox = -12%	IkB signaling = -2.5%
COCC(=O)N1CCCc2ccccc21
  p53ts 32C tox = 9%	Imprint erasure = 12%	p53ts 39C tox = 7%	IkB signaling = 2.4%
CCCC(=O)Nc1ccc(NC(=O)c2ccco2)cn1
  p53ts 32C tox = -26%	Imprint erasure = -28%	p53ts 39C tox = -11%	IkB signaling = 2.4%
